# F508del corr: correctors of CFTR F508del function in bronchial epithelial cells; CFBE cells, YFP halide quenching; stimulated with forskolin plus potentiator P3; % fluorescence drop versus neutral controls; activity (quench increase), % at 7.58 µM; AID 720511; 350,000 compounds, 0.36% hits;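 active = mean added fluorescence quench of at least 8% versus neutral control, with both replicates also reaching 8%; inconclusive = only one of the mean or replicate conditions met; inactive = mean below 8% and not both replicates reaching 8%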;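 note: cells transiently co-express mutant CFTR-F508del with the halide-sensitive YFP; corrector assay measuring rescue of mutant channel to the surface after 24 h compound exposure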
# DENV2 CPE: inhibitors of DENV2 cytopathic effect; DENV2-infected cells, cytopathic effect rescue, plate reader; CPE inhibition, % at 9.99 µM; 350,000 compounds, 1.7% hits; AID 651640; in the data active = CPE inhibition above about 20%, passing the limit was not always enough; inconclusive = no clear call, values can overlap the other calls; tested in BHK-21 cells;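 note: 0% = median of neutral control wells and 100% = median of positive control wells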
# CASP6 VEID inh: inhibitors of human caspase-6; P55212; purified caspase-6, Z-VEID-R110 cleavage fluorescence; inhibition, % at 12.5 µM; 350,000 compounds, 0.53% hits;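 active = mean inhibition across replicates at least about 35%, with every replicate also reaching that limit, limit read from the data; inconclusive = only one of the two criteria met; inactive = neither criterion met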;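 note: 0% = median of neutral control wells and 100% = no fluorescence left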
# GSIS activator: GLuc luminescence reporter in INS-1E cells, primary screen for activators of glucose-dependent secretion of insulin | INS-1E GLuc reporter insulin secretion, 2-3 h | activation, % at 16.6 µM | 370,000 compounds, 0.61% hits | AID 743287;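 active = lowest replicate activation of at least 40%, so every replicate reaches that level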;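 note: 0% = median of neutral control wells and 100% = median of IBMX positive control wells; some compounds called inactive have numbers as strong as hits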
# RAD52 anneal inh: inhibitors of human RAD52 DNA annealing. inhibition, % at 18.7 µM. AID 651710. recombinant RAD52 DNA annealing, FRET fluorescence. 360,000 compounds, 0.46% hits. P43351;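 active = every replicate showing at least 50% inhibition; inconclusive = mean inhibition at least 50% but not in every replicate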
# Target sequence (P43351 whole entry, looked up): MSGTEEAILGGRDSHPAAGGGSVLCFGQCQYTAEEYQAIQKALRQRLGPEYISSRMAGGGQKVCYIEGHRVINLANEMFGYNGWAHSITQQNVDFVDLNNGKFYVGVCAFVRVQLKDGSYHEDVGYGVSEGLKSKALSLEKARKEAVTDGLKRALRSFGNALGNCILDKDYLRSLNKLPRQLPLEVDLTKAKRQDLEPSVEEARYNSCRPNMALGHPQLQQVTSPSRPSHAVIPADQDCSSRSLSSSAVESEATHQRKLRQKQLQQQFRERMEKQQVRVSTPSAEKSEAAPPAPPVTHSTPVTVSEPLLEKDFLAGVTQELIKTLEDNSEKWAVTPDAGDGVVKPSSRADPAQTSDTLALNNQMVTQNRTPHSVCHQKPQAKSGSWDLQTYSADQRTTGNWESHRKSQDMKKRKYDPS
# RAD54 branch: blocks human RAD54 Holliday junction branch migration. Q92698. FAM/BHQ fluorescence. inhibition, % at 10.4 µM. 360,000 compounds, 0.14% hits. AID 602329;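 active = mean normalized replicate activity at least 40 and at least half of replicates scoring 40 or more; inconclusive = only one of the two criteria met; inactive = mean below 40 and under half of replicates reaching 40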;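 note: 0% = median of neutral control wells and 100% = median of positive control wells; inhibitors cause a drop in the FAM fluorescence signal; in these data hits start at about 50%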
# XiGFP reactiv: X-chromosome reactivation activator; activation, % at 7.58 µM; 360,000 compounds, 0.055% hits; XiGFP mouse fibroblasts, % GFP-positive cells imaging, 3 d; cells co-treated with 5-aza-dC sensitizer; scaled so ellipticine positive control = 100%;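 active = mean normalized replicate activation at least 10% and every replicate at or above 10%; inconclusive = only one of the two criteria met; inactive = mean below 10% and not all replicates reach 10%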;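 note: 0% = median of on-plate neutral control wells and 100% = ellipticine 6 µM median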
#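 System: 68-5-11 XiGFP fibroblast line; Timing: 3 days compound exposure; Compound dosing: one concentration, pinned; Benchmarks: positive control ellipticine, 6 µM final; Buffer or medium: DMEM containing 5-aza-dC.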
# E-selectin induc: E-selectin induction on HUVECs | P16581 | HUVEC E-selectin immunofluorescence imaging; normalized: neutral wells 0, TNF-alpha wells 100 | activation, % at 7.58 µM | 260,000 compounds, 0.37% hits;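 active = mean E-selectin-positive cell signal at least 10% of the positive control, reached in at least 60% of replicates, without over 20% cell loss; inconclusive = no rule given, readout overlaps actives, possibly toxicity-flagged; inactive = the rest, including those meeting only one limit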;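 note: in these data hits start at about 27%; measured in HUVEC primary endothelial cells; signal is the percent of cells scored E-selectin positive by PE staining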
# Target sequence (P16581 whole entry, looked up): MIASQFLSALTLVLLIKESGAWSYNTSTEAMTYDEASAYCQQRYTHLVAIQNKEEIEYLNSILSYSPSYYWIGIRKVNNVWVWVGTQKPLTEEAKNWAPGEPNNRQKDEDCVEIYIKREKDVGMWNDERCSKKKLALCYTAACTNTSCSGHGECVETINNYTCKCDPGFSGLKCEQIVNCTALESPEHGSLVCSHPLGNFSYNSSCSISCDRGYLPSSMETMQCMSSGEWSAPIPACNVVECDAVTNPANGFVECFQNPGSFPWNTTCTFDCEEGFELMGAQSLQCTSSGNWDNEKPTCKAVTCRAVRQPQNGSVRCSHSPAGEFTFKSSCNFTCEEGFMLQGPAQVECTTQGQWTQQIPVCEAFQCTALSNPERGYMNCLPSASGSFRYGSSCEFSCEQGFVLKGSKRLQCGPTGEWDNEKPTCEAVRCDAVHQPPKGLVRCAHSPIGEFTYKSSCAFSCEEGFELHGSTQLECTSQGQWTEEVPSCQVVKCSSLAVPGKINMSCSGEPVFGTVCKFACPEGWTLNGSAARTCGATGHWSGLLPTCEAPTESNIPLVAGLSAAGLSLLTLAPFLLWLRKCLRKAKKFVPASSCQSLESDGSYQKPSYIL
#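 Read-out: % PE-positive cells | Test system: HUVEC | Doses: One compound dose added by pin transfer | Buffer or medium: EGM-2 over gelatin coat | Signal: Immunofluorescence imaging | Benchmarks: TNF-alpha, DMSO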
# Active calls of the source: *; ? = inconclusive; / = not tested or not shown.
SMILES,F508del corr,DENV2 CPE,CASP6 VEID inh,GSIS activator,RAD52 anneal inh,RAD54 branch,XiGFP reactiv,E-selectin induc
COc1ccccc1C(=O)C1CCCN(Cc2ccc3c(c2)OCCO3)C1 (centres undefined),-0.2,-4,0,20,-11,-4,0.0,/
COc1ccc2c(ccc[n+]2CC(=O)c2ccc(C)cc2)c1,0.4,1,0,-8,-7,0,0.0,0.2
COC(=O)[C@H](NC(=O)c1cc(-c2ccccc2)sc1N)C(C)C,-1.6,-11,-3,-10,-3,/,-0.1,0.2
Cc1ccccc1N1CCN(C2CCCN(C(=O)c3noc4c3CCCC4)C2)CC1 (centres undefined),1.2,2,4,-33,-1,5,0.2,/
CC(C)N(C[C@H]1[C@@H](c2ccccc2)[C@@H](CO)N1CC1CC1)C(=O)C1CCC1,-2.4,-1,-2,-7,-8,/,0.3,-0.3
CC(=O)N/N=C(/c1ccccc1)C(O)c1ccccc1 (centres undefined),4.8,-2,-1,-6,-3,12,-0.1,/
O=C(NC1CCCCC1)c1ccc(S(=O)(=O)c2ccccc2)cc1,-3.7,4,7,-10,6,/,0.1,/
O=C(C[C@@H]1C[C@H]2c3cc(NC(=O)NC4CCCCC4)ccc3O[C@H]2[C@@H](CO)O1)NCCc1ccccc1,-0.8,?,-2,9,-23,/,0.2,0.7
CC(C)[C@H]1COCCS(=O)(=O)N1Cc1ccccc1-c1ccc(F)cc1,-0.5,4,0,-41,3,-4,0.0,-0.6
COC(=O)c1cc(S(=O)(=O)NCC2CCN(Cc3ccc(Cl)cc3)CC2)cn1C,-4.1,-4,-6,1,-18,3,0.0,/
COCCNC(=O)Cn1cc(C(=O)c2ccco2)c2ccccc21,-1.0,-5,-3,-10,-15,2,0.0,0.8
COc1cccc2cc(C(=O)OC3CCN(C)CC3)c(=O)oc12,-0.7,-3,-7,-22,-3,6,0.3,-0.2
CC(=O)N[C@H]1C(O)O[C@H](CO)[C@@H](O)[C@@H]1O (some centres undefined),-0.3,-9,-4,/,1,-1,-0.3,0.9
CC(NC(=O)c1cc(COc2cccc(C(F)(F)F)c2)on1)c1nccs1 (centres undefined),-4.2,20,2,-20,-11,-5,0.2,-1.3
CC(=O)CSc1nnc(-c2ccc(S(=O)(=O)N3CCCC3)cc2)n1C,-2.5,-6,1,-3,-5,-14,0.0,18
Cc1cccc(N2CCN(Cc3ccc(Br)o3)CC2)c1C,-1.5,-3,2,-5,-19,3,0.0,0.5
NC(=S)NNc1ccnc2cc(Cl)ccc12,-1.4,6,-5,7,-6,/,0.3,/
CCOC(=O)Cc1nc2nc(C)cc(C)n2n1,0.5,7,1,-1,-9,-10,-1.2,/
Cc1cc(C)n(CCCN2CCC(C(=O)Nc3cccc(-c4cccc(F)c4)c3)CC2)n1,2.8,2,-14,-23,1,-1,-0.1,0.0
CN(CC(=O)Nc1ccc(Cl)cc1)C(=O)c1cc(-c2cccs2)nn1-c1ccccc1,0.9,-4,2,-4,-17,-7,0.0,0.4
Cc1ccc(-c2ccc(C3=CC(=O)CC(C)(C)C3=O)cc2)cc1,0.2,6,-2,4,-13,11,0.1,-1.6
COc1ccc(N=C2NC(=O)C(CC(=O)NCCc3ccc(OC)c(OC)c3)S2)cc1 (centres undefined),0.6,-3,2,-1,-13,5,0.4,/
C=C(C)Cn1c2ccc(NC(=O)NCC)cc2c(=O)n1C,-1.3,3,6,-3,-26,-4,0.0,0.1
COc1ccc(-n2c(C)nnc2SCC(=O)Nc2ccccc2F)cc1,-1.1,-9,/,-5,-1,2,0.2,/
Cc1ccc(C)c(Cn2c(O)c(N=NC(=S)Nc3ccccc3F)c3ccccc32)c1,-1.2,1,-1,19,-2,/,0.0,-0.2
CCN(CC)CCN(C(=O)c1ccc(C(=O)c2ccccc2)cc1)c1nc2c(OC)cccc2s1,3.3,-4,-4,-44,61*,12,0.1,0.3
CCN(CC)C(=O)c1ccc(-c2nnc(OC)c3ccccc23)cc1,0.6,-1,1,/,-13,/,0.0,/
COc1ccc(-c2csc(NC(=O)c3cccc(N4C(=O)CCC4=O)c3)n2)cc1C,-4.2,1,2,25,-11,-7,0.3,-1.1
CC(C)NC(=O)N(C)C[C@H]1Oc2ncc(C#Cc3ccc(F)cc3)cc2C(=O)N([C@@H](C)CO)C[C@@H]1C,-1.7,-2,-2,-5,4,2,-0.3,0.9
COc1c(C)cc(C(=O)C2CCCN(C(=O)Cn3nc(C)nc3C)C2)cc1C (centres undefined),-2.0,-7,-2,8,-5,-18,0.3,/
CCC(=NCCc1ccc(OC)c(OC)c1)C1=C(O)CC(C)(C)CC1=O,0.8,1,-2,-3,-4,/,0.0,3.3
CN(C(=O)COC(=O)c1ccc(Cl)nc1)c1c(N)n(Cc2ccccc2)c(=O)[nH]c1=O,-1.9,10,-1,6,-24,-5,0.0,0.6
N#C[C@H]1[C@@H](c2ccccc2)[C@@H](CO)N1S(=O)(=O)c1ccc(-c2ccccc2)cc1,-4.5,-7,0,-5,-3,7,0.2,-0.7
COC(=O)CSc1nc2c(cnn2-c2ccc(Cl)cc2)c(=O)[nH]1,/,1,-1,-28,-13,-12,0.0,0.1
C[C@@H]1CN([C@H](C)CO)C(=O)c2cc(NC(=O)CCC(F)(F)F)ccc2O[C@@H](C)CCCCO[C@@H]1CN(C)C(=O)c1ccncc1,3.3,17,/,5,/,3,0.1,-0.2
Cc1ccc(F)cc1C(=O)N1CCCCC1c1cc(C(=O)NC(C)C)no1 (centres undefined),2.0,56*,0,17,-12,0,-0.1,-0.1
CO[C@@H]1CN(C)C(=O)c2ccc(NS(=O)(=O)c3ccc(Cl)cc3)cc2OC[C@@H](C)N(C(=O)NC(C)C)C[C@H]1C,0.4,-2,0,-9,-9,4,0.3,0.0
CCOC(=O)C1=CN(Cc2cccc(F)c2)S(=O)(=O)N(C)C1c1ccccc1 (centres undefined),0.4,-5,-1,-19,-11,4,-0.1,-1.3
CCCCN1CCc2c(c3ccccc3n2Cc2ccccc2)C1,2.5,12,-6,-28,-2,8,0.1,/
NC(=O)N/N=C/c1ccc(-c2cccc(C(F)(F)F)c2)o1,1.0,6,-3,-3,-3,/,0.1,2.5
CCC(CO)Oc1cc(NCc2ccc(C)cc2)c2ncn(C(C)C)c2c1 (centres undefined),-2.3,-4,2,-19,-1,-12,0.0,-0.1
COc1ccc(S(=O)(=O)Nc2ccc3c(c2)C(=O)N([C@@H](C)CO)C[C@H](C)[C@@H](CN(C)C(=O)Nc2cccc4ccccc24)O3)cc1,-0.5,3,2,-8,-8,-10,0.1,80*
Cn1nc(C(C)(C)C)cc1NC(=O)C1(C)CCN1C(=O)C1(c2ccccc2)CCCC1 (centres undefined),1.7,6,4,/,3,-3,-0.2,/
Cc1ccc2oc(-c3ccc(C)c(NC(=S)NC(=O)c4cccs4)c3)nc2c1,1.9,1,-1,3,-22,/,0.0,-1.0
COc1ccccc1CNC(=O)c1cccc(-c2ccc(C)c3ccccc23)n1,2.3,11,/,8,-11,/,0.0,-0.6

# The last 4 records of the section before lead into the next:
SMILES,F508del corr,DENV2 CPE,CASP6 VEID inh,GSIS activator,RAD52 anneal inh,RAD54 branch,XiGFP reactiv,E-selectin induc
COc1ccc(S(=O)(=O)Nc2ccc3c(c2)C(=O)N([C@@H](C)CO)C[C@H](C)[C@@H](CN(C)C(=O)Nc2cccc4ccccc24)O3)cc1,-0.5,3,2,-8,-8,-10,0.1,80*
Cn1nc(C(C)(C)C)cc1NC(=O)C1(C)CCN1C(=O)C1(c2ccccc2)CCCC1 (centres undefined),1.7,6,4,/,3,-3,-0.2,/
Cc1ccc2oc(-c3ccc(C)c(NC(=S)NC(=O)c4cccs4)c3)nc2c1,1.9,1,-1,3,-22,/,0.0,-1.0
COc1ccccc1CNC(=O)c1cccc(-c2ccc(C)c3ccccc23)n1,2.3,11,/,8,-11,/,0.0,-0.6
O=C(c1cc(-c2ccco2)on1)N1CCN(c2ccccc2)CC1,-3.3,?,-3,/,0,-5,0.2,0.1
COc1ccc(CCc2nnc(CCC(=O)NCc3ccc4ncccc4c3)o2)cc1,0.5,-1,1,-12,-11,1,-0.1,12
COCC(=O)N1[C@@H](CO)[C@H](c2ccccc2)[C@@H]1CN(C)C(=O)c1cccnc1,-2.3,12,1,-1,-5,4,0.0,0.0
CCN(CC(=O)NCc1ccc(Cl)cc1)CC(=O)Nc1ccc(C(N)=O)cc1,0.5,-4,1,4,-14,/,0.0,0.4
COc1ccc(CNC(=O)C2CCN(C(=O)c3ccco3)CC2)cc1,2.7,9,0,8,2,-8,0.0,-0.1
COc1ccc(NC(=O)N(C)C[C@H]2OCCCC[C@@H](C)Oc3ccc(NC(=O)Nc4c(C)noc4C)cc3C(=O)N([C@H](C)CO)C[C@H]2C)cc1,-1.8,-2,-1,-8,17,6,-1.1,-0.1
O=C(OCc1ccccc1)N1CCC2CC1c1ccc(-c3cccc(F)c3)cc12 (centres undefined),5.2,1,-2,5,-8,-5,0.0,-6.4
CN1CC(=O)N2[C@H]3c4ccccc4OC[C@@H]3[C@H](c3ccccc3)[C@]2(C)C1=O,1.2,10,2,9,-7,-6,-0.2,-0.1
Cc1nnnn1/C(=C\c1ccccc1)C(=O)OCC(=O)NC1CCCCC1,-1.6,?,2,-49,-3,-9,0.0,0.0
CCN(CC)c1ncnc2c1ncn2[C@H]1CN(C2CCCC2)C[C@@H](CO)O1,-2.4,-3,0,17,-13,0,-0.1,0.6
O=C1C=C(NCc2ccc3c(c2)OCO3)CC(c2ccccc2)C1 (centres undefined),-0.8,3,8,4,-15,/,0.1,-0.7
CSc1nc(N)nc2c1ncn2CC(=O)Nc1ccc(C)c(C)c1,0.3,-2,1,/,-16,5,0.7,/
O=C1NC(=S)N/C1=C\c1ccccc1OCc1ccc(C(=O)O)cc1,1.5,-1,-1,-23,-10,-26,0.0,3.0
C[C@@H]1CN([C@@H](C)CO)C(=O)c2cc(NC(=O)Nc3ccc4c(c3)OCO4)ccc2O[C@@H](C)CCCCO[C@@H]1CN(C)Cc1ccccc1,0.4,-5,3,-24,-7,-1,0.0,0.2
CC=Cc1ccc2n(c1=O)C[C@H]1[C@H](CO)[C@@H](C(=O)NCC)N(C(=O)c3cccnc3)[C@@H]21 (mixture of isomers),-0.6,1,-3,3,2,9,0.0,-0.3
Cc1nc2c3ccccc3n(CC#N)c(=O)n2n1,1.1,-3,2,34,-6,1,0.2,1.4
Clc1ccc2nc(-c3ccccn3)c(Nc3ccc4c(c3)OCO4)n2c1,/,-7,-1,2,-3,/,0.1,/
Cc1cccc(S(=O)(=O)N[C@@H]2CC[C@H](CCNS(=O)(=O)c3ccccc3F)O[C@@H]2CO)c1,-1.6,-4,2,-12,16,4,0.6,-0.9
Cc1ccnc(NC(=O)CCC(=O)N(CC(=O)NC(C)(C)C)c2ccc(F)c(Cl)c2)c1,2.6,2,3,0,-3,/,0.0,5.7
O=C(O)c1ccc(N/N=C/c2cccc3cccnc23)cc1,-2.8,-2,2,19,-13,-12,0.2,0.2
COc1ccc(OCC(=O)NC(CC(=O)O)c2ccc(OC)c(OC)c2)cc1 (centres undefined),4.0,-2,0,10,2,2,0.0,/
